MT1-MMP txn act = MT1-MMP promoter reporter activation – cell-based, luciferase luminescence, primary screen. activation factor at 10 µM. HT1080 MT1-MMP promoter luciferase reporter, overnight; hits give high values. 0.16% of 86,000 active. AID 750, 2007;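 active means activation factor of at least 2 for MT1-MMP transcription at 10 µM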
ERb SRC1 inh = inhibitors of ERβ-SRC1 coactivator interaction, primary screen, biochemical, TR-FRET, ERβ LBD, SRC-1 peptide; Estrogen receptor beta (Homo sapiens), Q92731; TR-FRET ER-beta LBD / SRC1-Cy5 peptide binding; receptor agonist-loaded with 1 µM estradiol; inhibition, % at 25.6 µM; 1.3% of 86,000 active;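 active means compounds whose percent inhibition of the receptor-coactivator binding signal exceeds about 50% in the single-dose screen, limit read from the data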;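 further: 0% = receptor plus peptide wells without compound and 100% = peptide-only wells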
CD11b adhes enh = enhancers of CD11b/CD18 adhesion to fibrinogen, primary screen, K562 cells, luminescence. activation, % at 10 µM. Integrin beta-2 (Homo sapiens) + Integrin alpha-M (Homo sapiens), P05107+P11215. 0.07% of 93,000 active. ATPlite luminescence. AID 1499, 2009;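 active means 10 µM primary screen giving 50% or more activity, confirmed by 40% or more on retest at that dose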; further: strong numbers were not always called active
Fibroblast inh = antiproliferative effect on LL 47 fibroblasts – human, LL 47 cells, CellTiter-Glo luminescence, primary screen; LL 47 human lung fibroblast viability, ATP luminescence; hits give low values; viability, % at 10 µM; 1.1% of 85,000 active;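 active means viability at or below 50% in the single dose screen; inactive means viability above 50%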;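 further: compound exposure lasted 72 h before the ATP readout; 100% = median luminescence of untreated cell-only wells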
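test system = LL 47 human lung fibroblasts | amount = 1,150 fibroblasts seeded per well | medium = 15% FBS in IMEM | times = overnight cell rest, 72 h compound treatment at 37 °C | measured by = CellTiter-Glo luminescence measuring cellular ATP | read-out = viability percentage against median untreated-cell control | benchmarks = cell-only wells, no compound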
HUVEC inhibit = inhibitors of HUVEC proliferation, primary screen, cell-based, 384-well | CellTiter-Glo luminescence, 72 h; hits give low values | viability, % at 10 µM (by protocol) | 1.1% of 86,000 active | AID 648, 2007;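 active means viability at or below 30%; inactive means viability above 30%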;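 further: 100% = median luminescence of DMSO-only cell control wells on each plate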
Smad3 FoxH1 inh = Smad3/FoxH1 peptide binding inhibitors, primary screen, biochemical, TR-FRET | inhibition, % at 25 µM | 0.29% of 88,000 active | AID 630, 2007 | Mothers against decapentaplegic homolog 3 (Homo sapiens), P84022 | TR-FRET Smad3/Dy647-FoxH1 peptide binding, europium anti-His;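 active means compounds that reduce the energy-transfer binding signal between the protein and its labelled peptide by more than half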;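 further: 0% = Smad3 plus labelled peptide maximal FRET and 100% = peptide-only background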
Target sequence (P84022 whole entry, looked up): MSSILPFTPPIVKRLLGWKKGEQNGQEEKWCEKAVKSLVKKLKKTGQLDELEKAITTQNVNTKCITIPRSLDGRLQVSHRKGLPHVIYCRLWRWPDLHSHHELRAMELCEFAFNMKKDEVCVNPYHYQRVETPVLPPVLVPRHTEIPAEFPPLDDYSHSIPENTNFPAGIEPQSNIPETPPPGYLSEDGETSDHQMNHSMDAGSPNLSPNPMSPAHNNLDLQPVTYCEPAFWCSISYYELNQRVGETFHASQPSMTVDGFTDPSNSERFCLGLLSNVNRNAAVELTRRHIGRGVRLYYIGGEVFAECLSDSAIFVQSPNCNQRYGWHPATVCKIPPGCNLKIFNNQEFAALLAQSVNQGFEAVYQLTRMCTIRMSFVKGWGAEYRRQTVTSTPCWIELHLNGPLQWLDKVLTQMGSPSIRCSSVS
H69AR inhibit = proliferation blockers of H69AR lung cancer cells, primary screen, cell-based, human, 86K library. 6% of 85,000 active. AID 598, 2007. H69AR lung tumor viability, ATP luminescence, 72 h; hits give low values. viability, % at 10 µM;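 active means viability at or below 40%; inactive means viability above 40%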;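 further: multidrug resistant small cell line overexpressing MRP-1 efflux transporter; 100% = mean luminescence of untreated control wells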
ERa coact inh = ERα–SRC-1 coactivator interaction inhibitors, primary screen, biochemical, TR-FRET, ERα LBD, estradiol-bound; 1.7% of 86,000 active; TR-FRET ER-alpha LBD / SRC-1 peptide; Estrogen receptor (Homo sapiens), P03372; AID 629, 2007; inhibition, % at 25.6 µM; in the data active means inhibition above about 50%;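 further: 0% = receptor plus peptide control and 100% = peptide only without receptor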
Target sequence (P03372 whole entry, looked up, the tested form may be a part): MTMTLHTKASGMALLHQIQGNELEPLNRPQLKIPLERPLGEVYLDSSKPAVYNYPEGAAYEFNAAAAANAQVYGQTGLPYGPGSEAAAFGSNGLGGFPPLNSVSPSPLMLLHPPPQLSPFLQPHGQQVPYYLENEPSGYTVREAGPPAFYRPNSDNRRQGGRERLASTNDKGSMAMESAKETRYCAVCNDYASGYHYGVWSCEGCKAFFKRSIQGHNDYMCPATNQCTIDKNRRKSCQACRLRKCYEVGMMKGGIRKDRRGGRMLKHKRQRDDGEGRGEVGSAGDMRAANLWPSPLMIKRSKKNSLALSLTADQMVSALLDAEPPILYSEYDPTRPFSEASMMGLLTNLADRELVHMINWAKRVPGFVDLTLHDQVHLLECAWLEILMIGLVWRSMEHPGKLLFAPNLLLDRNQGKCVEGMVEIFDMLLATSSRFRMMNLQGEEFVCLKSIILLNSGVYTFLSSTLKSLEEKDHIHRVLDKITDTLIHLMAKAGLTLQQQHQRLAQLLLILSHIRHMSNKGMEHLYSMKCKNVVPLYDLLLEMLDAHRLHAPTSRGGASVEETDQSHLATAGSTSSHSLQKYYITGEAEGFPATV
ERa SRC1 pot = enhancers of ERα–SRC-1 coactivator binding, primary screen, biochemical, TR-FRET, ERα LBD, low estradiol; coactivator binding (% of control), % at 25.6 µM; Estrogen receptor (Homo sapiens), P03372; TR-FRET ERalpha-LBD/SRC-Cy5 coactivator binding, 2 h; 100 = basal binding, no effect; AID 639, 2007; 1.3% of 86,000 active; in the data active means activity above about 200%;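 further: binding measured in presence of low estradiol as agonist stimulus; 0% = peptide alone without receptor and 100% = receptor with peptide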
* = called active by the depositor; · = no result given; [ ] = dose if it differs, or a comment.

The opening 15 records, to show the layout:
SMILES	MT1-MMP txn act	ERb SRC1 inh	CD11b adhes enh	Fibroblast inh	HUVEC inhibit	Smad3 FoxH1 inh	H69AR inhibit	ERa coact inh	ERa SRC1 pot
COC(=O)c1c(C(=O)OC)c(-c2ccccc2)n2c1CS(=O)(=O)C2	1.1	-6[fluorescence artefact?]	-6	101	97	6	88	3[fluorescence artefact?]	116
Cc1c(NC(=O)c2cnn3c(C(F)(F)F)cc(-c4ccco4)nc23)c(=O)n(-c2ccccc2)n1C	1.1	-3	-4	99	100	-4	101	2	106
COc1cccc(NS(=O)(=O)c2ccc(OC)c(OC)c2)c1	1.2	-7	0	95	102	-1	100	-9	102
Cc1cc(NC(=O)CSc2nnc(C3CC3)n2N)no1	1	11	-2	103	88	5	106	-3	104
CC(COc1cccc2ccccc12)CN1CCN(C)CC1 (centres undefined)	1.1	-6	0	85	71	-9	66	-3	105
CCOC(=O)/C(C#N)=C1/C=CN(C)C=N1	1.1	-4	9	103	92	9	106	2	108
Cc1ccccc1CSc1ncc(C#N)c(N)n1	1.2	-4	-1	97	90	16	85	-4	121
COCCN1C(=O)c2oc3cc(C)c(C)cc3c(=O)c2C1c1ccc(O)cc1 (centres undefined)	1.1	-7	·	91	88	11	59	-3	110
COC(=O)c1ccc(NCC(=O)c2ccccc2)cc1	1.6	-10[fluorescence artefact?]	0	108	77	-4	91	-12	90
Cc1ccc(NC(=O)NC2CCCCC2)cc1Cl	1.3	-5	-3	92	87	-2	74	5	104
CS(=O)(=O)N1CCc2cc(-c3csc(NCC4CCCO4)n3)ccc21 (centres undefined)	1.3	-3[fluorescence artefact?]	·	102	86	3	90	1	110
COc1ccc(C(=O)N(C(C)C)C(C)C)c(OC)c1	1.1	-16	0	98	96	3	89	-5	106
CC(=O)NC1(c2cccc(F)c2)CCN(C(=O)Nc2ccc(C#N)cc2)CC1	1.1	1	-5	96	108	-13	96	-2	109
COc1ccc(Cl)cc1NC(=O)C(C)Sc1nncn1C (centres undefined)	1.2	-3	-2	84	87	4	97	-1	112
COc1ccc(OC)c(C2C(C(=O)c3ccc(C)o3)=C(O)C(=O)N2CCCN2CCOCC2)c1 (centres undefined)	1.1	-6	·	·	98	3	95	-6	117

The whole of this part (from the top)
SMILES	MT1-MMP txn act	ERb SRC1 inh	CD11b adhes enh	Fibroblast inh	HUVEC inhibit	Smad3 FoxH1 inh	H69AR inhibit	ERa coact inh	ERa SRC1 pot
COC(=O)c1c(C(=O)OC)c(-c2ccccc2)n2c1CS(=O)(=O)C2	1.1	-6[fluorescence artefact?]	-6	101	97	6	88	3[fluorescence artefact?]	116
Cc1c(NC(=O)c2cnn3c(C(F)(F)F)cc(-c4ccco4)nc23)c(=O)n(-c2ccccc2)n1C	1.1	-3	-4	99	100	-4	101	2	106
COc1cccc(NS(=O)(=O)c2ccc(OC)c(OC)c2)c1	1.2	-7	0	95	102	-1	100	-9	102
Cc1cc(NC(=O)CSc2nnc(C3CC3)n2N)no1	1	11	-2	103	88	5	106	-3	104
CC(COc1cccc2ccccc12)CN1CCN(C)CC1 (centres undefined)	1.1	-6	0	85	71	-9	66	-3	105
CCOC(=O)/C(C#N)=C1/C=CN(C)C=N1	1.1	-4	9	103	92	9	106	2	108
Cc1ccccc1CSc1ncc(C#N)c(N)n1	1.2	-4	-1	97	90	16	85	-4	121
COCCN1C(=O)c2oc3cc(C)c(C)cc3c(=O)c2C1c1ccc(O)cc1 (centres undefined)	1.1	-7	·	91	88	11	59	-3	110
COC(=O)c1ccc(NCC(=O)c2ccccc2)cc1	1.6	-10[fluorescence artefact?]	0	108	77	-4	91	-12	90
Cc1ccc(NC(=O)NC2CCCCC2)cc1Cl	1.3	-5	-3	92	87	-2	74	5	104
CS(=O)(=O)N1CCc2cc(-c3csc(NCC4CCCO4)n3)ccc21 (centres undefined)	1.3	-3[fluorescence artefact?]	·	102	86	3	90	1	110
COc1ccc(C(=O)N(C(C)C)C(C)C)c(OC)c1	1.1	-16	0	98	96	3	89	-5	106
CC(=O)NC1(c2cccc(F)c2)CCN(C(=O)Nc2ccc(C#N)cc2)CC1	1.1	1	-5	96	108	-13	96	-2	109
COc1ccc(Cl)cc1NC(=O)C(C)Sc1nncn1C (centres undefined)	1.2	-3	-2	84	87	4	97	-1	112
COc1ccc(OC)c(C2C(C(=O)c3ccc(C)o3)=C(O)C(=O)N2CCCN2CCOCC2)c1 (centres undefined)	1.1	-6	·	·	98	3	95	-6	117
Cc1cnc(Nc2nc3ccccc3o2)nc1C(=O)Nc1cccc(C(F)(F)F)c1	1.3	-3	-1	44*	45	9	1.3*	3	104
COc1cccc(N2CCN(C3CC(=O)N(c4ccc(Cl)cc4)C3=O)CC2)c1 (centres undefined)	1.2	3[fluorescence artefact?]	-2	102	96	2	106	1[fluorescence artefact?]	105
Cc1cc(C)n(CCc2nc(-c3cc4ccccc4o3)cs2)n1	1.3	-7	-3	·	100	-2	77	-6	122
CCn1c(SCC(=O)c2cc(OC)ccc2OC)nnc1C1CC1	1	-3[fluorescence artefact?]	0	96	109	-4	95	-7	120
O=C(Nc1c(F)c(F)c(F)c(F)c1F)C1CCCCC1	1.1	3	-3	87	85	2	100	-2	121
Cc1csc(NC(=O)c2c(O)c3cccc4c3n(c2=O)CCC4)n1	1.2	-4	1	96	128	6	36*	-4	113
O=C(CN1C(=O)NC2(CCCCCC2)C1=O)c1ccc2c(c1)OCCO2	1.3	-3[fluorescence artefact?]	2	94	86	3	59	1	114
NS(=O)(=O)c1ccc(CNC(=O)c2ccc(Br)o2)cc1	1.1	-8	-5	103	110	18	98	8	111
O=C(CCC(=O)N1CCCC1)Nc1nnc(C2CCCCC2)s1	1.1	-4	-4	96	93	7[fluorescence artefact?]	102	7	126
Cc1ccnc(N2CCCC(C(=O)Nc3cc(F)ccc3C)C2)n1 (centres undefined)	1.2	1	-1	103	100	0	92	5	115
CCN(CC(=O)NC(C)C)C(=O)c1ccc(S(=O)(=O)N(C)c2ccccc2OC)cc1	1.1	6	-1	94	88	-1	93	0	110
O=C(CSc1nnc(Cn2c(=O)sc3ccccc32)n1CCc1ccccc1)N1CCCC1	1.2	-12[fluorescence artefact?]	·	98	92	1	85	2	92
CN(Cc1nc(-c2ccccn2)no1)S(=O)(=O)c1ccccc1	1.3	26[fluorescence artefact?]	0	106	96	-13	·	-2	106
CCOc1cccc(C(=O)Nc2cccc(-c3nnc(-c4ccc(C)cc4)o3)c2)c1	1	60*[fluorescence artefact?]	·	37*	17*	-22	·	68*[fluorescence artefact?]	158[fluorescence artefact?]
COc1ccccc1-c1nc(C#N)c(N2CCCCCC2)o1	1.2	-14	-2	89	102	3	46	5	92
COC(=O)c1ccc(CNC(=O)COc2ccccc2Br)o1	1.1	-8	0	99	104	2	96	-2	83
Clc1ccc(Cl)c(OCCN2CCOCC2)c1	1	3	-4	93	92	5	97	-2	80
CCOC(=O)N1CCC(N2Cc3cccc(C(=O)N4CC(C)CC(C)C4)c3C2=O)CC1 (centres undefined)	1	-18	·	96	102	0	86	-17	103
CC(=O)Nc1cc(C(F)(F)F)ccc1OCC1CCCO1 (centres undefined)	1.1	-8	-1	105	83	6	60	-8	117
CCN(CC)C(=O)c1cc(-c2ccc(Br)cc2)on1	1.6	-7	-4	104	113	-4	95	6[fluorescence artefact?]	94
COc1ccc2occ(C(=O)c3ccc(N=C(C)N(C)C)cc3)c2c1	·	2	0	100	85	2	72	-3	95
O=C(c1ccccc1)c1nn(-c2ccccc2)c2nnc(Cc3ccccc3)c(=O)n12	1.1	-8	·	104	58	14	32*	-6	110
O=C(Nc1ccccc1C(=O)N1CCCC1)C1CCN(c2ncccn2)CC1	0.9	-5[fluorescence artefact?]	-2	105	87	5[fluorescence artefact?]	82	3	118
CCn1cnc2cc(NS(=O)(=O)c3ccc(C)cc3)ccc21	1.2	-2[fluorescence artefact?]	-1	101	96	12	90	-3	106
COc1ccc(S(=O)(=O)N(C(C)=O)c2ccc3oc(=O)sc3c2)cc1	1	4	-4	94	90	-9	73	2	68
CCOC(=O)N1CCC(NC(=O)c2cc3c(=O)n(C)c4ccccc4c3n2C)CC1	·	-14	2	99	86	-14	55	-9	112
COC(=O)CCN(C(=O)c1cccc(OC(C)=O)c1)c1ccccn1	1	-4	-4	99	97	4	93	-2	101
CCCCNC(=O)Nc1ccon1	1	99*[fluorescence artefact?]	-1	·	89	-3	91	-3	104
Cc1cc(F)ccc1S(=O)(=O)Nc1ccccc1C(=O)Nc1ccc2[nH]c(=O)[nH]c2c1	·	5	2	92	82	6	112	7	72[fluorescence artefact?]
O=c1cc2c(n[nH]1)CCCC2	1	6	2	95	94	1	103	-2	111
C=C(C)c1cccc(C(C)(C)NC(=O)N2CCN(c3ccccn3)CC2)c1	1	1[fluorescence artefact?]	2	96	86	2	98	3	108
CCNC(=O)CSc1nc2ccccc2c(=O)n1CCCOC(C)C	1.1	-2	0	94	99	5	100	4	97
O=C(CCc1ccccc1)Nc1ccccc1C(=O)NCc1ccco1	1.3	-10	·	100	94	3	90	4	107
COc1ccc(C2=C(N)c3ccccc3C2=O)cc1	1.4	-8	-3	89	85	6[fluorescence artefact?]	98	-14[fluorescence artefact?]	124[fluorescence artefact?]
CC(=O)NC1=NN(C(C)=O)C(C)(CS(=O)(=O)c2ccc(Cl)cc2)S1 (centres undefined)	1.2	-9	·	97	106	0	99	-11	102
CC(C)CCNC(=O)C1CCN(c2nnc(-n3cccc3)s2)CC1	·	7	4	104	99	-11	81	-4	75[fluorescence artefact?]
CCCCOc1ccc(N(CC(=O)NCC2CCCO2)C(=O)CCC(=O)Nc2cc(C)ccn2)cc1 (centres undefined)	1.2	-8[fluorescence artefact?]	·	91	85	2	102	-3	104
CSc1nnc(-c2cnccn2)n1Cc1ccccc1	1.1	-1	0	96	98	9	93	-3	84
COc1ccc2c(c1)C1(Nc3ccccc3-c3nc4ccccc4n31)C(=O)N2C (centres undefined)	0.9	4	·	·	88	3	37*	-3	91
COC(=O)C1CCN(CC(N)=O)CC1	1.1	15	-3	101	102	0	88	-6	113
CCCC(=O)Nn1cnc2c(c1=O)C1(CCCC1)Cc1ccccc1-2	1.1	-12	5	98	100	6	93	-18	92

High-throughput results deposited in PubChem BioAssay by several laboratories.

The list is partial; the hit share may differ from the screen's.
